# Screening results from PubChem BioAssay.
# HTT ATP protect: protects HTT-Q103 PC12 cells, measured by ATP. PC12 HTT-Q103 induced, cytoprotection, ATP luminescence, 40 h. Potency, µM (doses to about 56.4 µM), for inactives: cytoprotection (ATP increase), usual class: activators. 230,000 tested, 0.14% active. AID 1471;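 also: potency is read from the fitted curve at half-maximal effect; % of control where 0% means no effect; nearly all actives have a fitted effect of over 45% in size; toxic huntingtin expression switched on by the ecdysone agonist tebufenozide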
#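 ATP quantification (ATPlite) reports survival of PC12 cells in which tebufenozide, 100 nM final, switches on Htt exon 1 with 103 glutamines linked to GFP; compounds are titrated.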
# HTT aggregate: reduces HttQ103-GFP aggregates in PC12 cells; PC12 HttQ103-GFP aggregates, Acumen cytometry, 40 h; Potency, µM (highest dose often 46.1 µM), for the others: at the highest dose activity change, negative = inhibition, usual class: inhibitors; 220,000 tested, 1.1% active; AID 1688; also: potency is read from the fitted curve at half-maximal effect; % is scaled to controls: 0 for no effect and ±100 for the full control effect; nearly all actives have a fitted effect of over 60% in size
#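 PC12 cells stably carrying ecdysone-inducible HTT exon 1 Q103–GFP were induced with tebufenozide (100 nM final) and treated with library compounds in titration. GFP aggregates in lysates were counted by laser scanning cytometry.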
# GAA glycogen: GAA glycogen-cleavage inhibition or activation; P10253; recombinant GAA, glycogen substrate, Amplex Red glucose oxidase fluorescence; Potency, µM (series often up to 76.4 µM), for the others: at the highest dose activity change, negative = inhibition, actives largely listed as inhibitors; 300,000 tested, 0.38% active; AID 2100;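 also: potency is read from the fitted curve at half-maximal effect; 0% = full enzyme reaction and -100% = no-enzyme basal signal; the screen sought inhibitors and activators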
#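 Recombinant human alpha-glucosidase (4 nM final) hydrolysed bovine liver glycogen (30 ug) for 40 min at 37 C in pH 5.0 citrate/phosphate with 0.01% Tween-20. Released glucose detected by glucose oxidase/Amplex Red, Ex 573/Em 610 nm. Compounds up to 77 uM; AC50 from Hill fits.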
# GAA spleen mod: inhibits or activates alpha-glucosidase in human spleen homogenate; P10253; human spleen homogenate, 4-MU-alpha-glucoside fluorescence; Potency, µM (doses to about 79.9 µM), for the others: at the highest dose activity change, negative = inhibition, actives largely listed as inhibitors; 240,000 tested, 0.006% active;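 also: potency is read from the fitted curve at half-maximal effect; 0% = enzyme with vehicle and -100% = no enzyme basal signal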
#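 Enzyme source: human spleen homogenate, 1 ug/well. Buffer 50 mM citric acid/K phosphate pH 5.0, 0.01% Tween-20. 4-MU-alpha-glucoside 1 mM; 37 C x 40 min; NaOH/glycine stop; fluorescence.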
# CBFb-RUNX1 inh: inhibitors of human CBF-beta and RUNX1 interaction; Q01196+Q13951; AlphaScreen CBFb-His/RUNX1-biotin binding, biochemical; Potency, µM (highest dose often 59.8 µM), for the others: top-dose activity, negative = inhibition, actives largely listed as inhibitors; 230,000 tested, under 10 active; AID 1477; also: % of control where 0% means no effect
# Target sequence (Q01196 whole entry, looked up): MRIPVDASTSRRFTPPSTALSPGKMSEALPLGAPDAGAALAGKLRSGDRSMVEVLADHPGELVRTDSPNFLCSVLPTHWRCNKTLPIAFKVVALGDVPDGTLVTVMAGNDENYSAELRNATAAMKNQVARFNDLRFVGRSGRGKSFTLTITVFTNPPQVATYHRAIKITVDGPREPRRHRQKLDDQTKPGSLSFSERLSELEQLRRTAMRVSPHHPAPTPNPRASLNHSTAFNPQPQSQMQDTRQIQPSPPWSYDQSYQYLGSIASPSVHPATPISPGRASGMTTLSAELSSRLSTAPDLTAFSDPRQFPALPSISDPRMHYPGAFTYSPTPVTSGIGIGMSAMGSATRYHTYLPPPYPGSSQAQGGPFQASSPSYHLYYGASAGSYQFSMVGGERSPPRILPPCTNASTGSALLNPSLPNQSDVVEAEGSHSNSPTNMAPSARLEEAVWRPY
# Target sequence (Q13951 whole entry, looked up): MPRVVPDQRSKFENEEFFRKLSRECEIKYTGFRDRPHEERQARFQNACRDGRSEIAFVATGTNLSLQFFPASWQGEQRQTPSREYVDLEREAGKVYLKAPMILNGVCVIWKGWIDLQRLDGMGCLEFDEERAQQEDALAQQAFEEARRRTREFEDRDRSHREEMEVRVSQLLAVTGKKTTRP
#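 Compounds were screened at multiple concentrations against a preformed CBF-beta(His)/RUNX1(biotin) complex (30 nM of each) for 15 min at room temperature, followed by 90 min with nickel and streptavidin beads and AlphaScreen reading.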
# LMNA splice mod: modulators of lamin A splicing | HeLa LMNA splicing GFP/RFP minigene ratio, 48 h | AID 1487 | Potency, µM (titrated, usually from 46.1 µM), for the others: at the top dose ratio change, negative = inhibition, hits mostly inhibitors | 200,000 tested, 0.01% active; active = well fitted inhibition curve with a large enough effect in the signal ratio, with a control signal flat, not every such curve was filed as active; inconclusive = small, poorly fitted or top-dose-only effect, or effect the other way, or a change in a side signal; the % refers to the signal ratio; also: potency is read from the fitted curve at half-maximal effect; % is scaled to controls: 0 for no effect and ±100 for the full control effect
#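 S3 HeLa stable clones carrying a lamin A-EGFP splicing minigene plus DsRed2 were seeded at 600 cells/well in Opti-MEM with 2% FBS, pin-dosed and incubated 48 h at 37°C. Acumen cytometry (488 nm) gave the GFP/RFP total-intensity ratio.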
# GAA inhib: alpha-glucosidase (human) inhibition. 200,000 tested, 0.005% active. Potency, µM (highest dose often 76.9 µM), for inactives: at the highest dose activity change, negative = inhibition, actives largely listed as inhibitors. P10253. purified human GAA, 4-MU-alpha-glucoside fluorescence;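 also: potency is read from the fitted curve at half-maximal effect; plate controls were uninhibited enzyme wells for no effect and no-enzyme background for full effect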
#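 Enzyme (4 nM final) mixed with compound (up to 77 uM), then 4-MU-alpha-D-pyranoside (400 uM final) added; 20 min at room temperature, pH 5.0. Reaction stopped at pH 10, fluorescence read, AC50 derived by Hill fit.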
# Active calls of the source: *; ? = inconclusive; . = no result given; [ ] = another dose, or the depositor's remark. Unless noted, calls follow the shape of the dose curve; as a rule, active = well fitted curve in the direction sought with a large enough effect; inconclusive = small, poorly fitted or top-dose-only effect, or another doubt; inactive = no such curve, though single readings can be large; an effect the other way counts as inactive or inconclusive.
# Preview:
Structure	HTT ATP protect	HTT aggregate	GAA glycogen	GAA spleen mod	CBFb-RUNX1 inh	LMNA splice mod	GAA inhib
CN(Cc1ccccc1NCC(=O)Nc1ccccc1C#N)C1CCCCC1	-18%	11%	1%	2%	-10%	?	-10%
c1ccc(-c2nc(-c3ccccn3)no2)cc1	-72%[inhibitor][10 µM]	-6%	-5%	-3%	0%	-14%	3%

# Main list (from the top)
Structure	HTT ATP protect	HTT aggregate	GAA glycogen	GAA spleen mod	CBFb-RUNX1 inh	LMNA splice mod	GAA inhib
CN(Cc1ccccc1NCC(=O)Nc1ccccc1C#N)C1CCCCC1	-18%	11%	1%	2%	-10%	?	-10%
c1ccc(-c2nc(-c3ccccn3)no2)cc1	-72%[inhibitor][10 µM]	-6%	-5%	-3%	0%	-14%	3%
C=C(C)Cn1c(Sc2nc3ccccc3[nH]2)nc2c1c(=O)[nH]c(=O)n2C	-8%[0.074 µM]	-7%	-11%	3%	9%	-13%	?
O=C(NCCN1CCCCC1)c1ccc(Oc2cc(Cl)cc(Cl)c2)o1	-30%[10 µM]	-15%[9.22 µM]	5%	8%	3%	.	.
CC1(C)CC(=O)c2cnc(NC3CC3)nc2C1	-8%	7%[9.22 µM]	15%	-2%	-3%	15%[46 µM]	4%
CCOC(=O)C1(C(F)(F)F)N=C(c2cccnc2)OC(N2CCCCC2)=N1 (stereo not drawn)	.	?	-16%	1%	8%	14%	-6%
COc1ccc(CC(=O)Nc2ccc(S(=O)(=O)Nc3nccc(C)n3)cc2)cc1	-10%	11%	5%	8%	-1%	12%	?
Cc1cccc(OCC(=O)NCC(=O)N/N=C/c2cc(Br)ccc2OCc2ccccc2)c1	.	-15%	11%	-2%	-7%	?	-4%
Nc1nonc1N/N=C/c1c(O)ccc2ccccc12	.	22%	9.9µM*	-2%	-9%	.	?
COc1cccc(CNC(=O)C2CCCN(c3nn4c(=O)cc(C)nc4s3)C2)c1OC (stereo not drawn)	4%	7%	-15%	-2%	-6%	6%	-1%
COCC(=O)NCCNc1nc2ccc(C)cc2cc1C	-8%[10 µM]	3%	-3%	2%	0%	8%	4%
Cc1[nH]n(-c2ccccc2)c(=O)c1C=Nc1ccc(S(=O)(=O)N=C(N)N)cc1	-24%[10 µM]	-9%[9.22 µM]	5%	-1%	3%	.	.
CS(=O)(=O)Nc1ccc(C(=O)NCc2cccnc2)cc1	0%	1%	6%	1%	7%	6%	-6%
COC(=O)/C=C1\C(=O)N(c2nc3ccccc3s2)C(=S)N1c1ccc(F)cc1	0%	-10%	-5%	-3%	-4%	2%	-3%
CN(C)S(=O)(=O)c1cccc(NC(=O)COC(=O)COc2ccccc2[N+](=O)[O-])c1	-10%	5%	-2%	4%	-6%	4%[46 µM]	5%
CC1(C)CC(=O)C(=CN2CCOCC2)C(=O)C1	-25%	2%	4%	5%	-4%	6%[46 µM]	7%
CN(C)Cc1nc2ccccc2c(=O)n1CC(=O)Nc1cccc(S(=O)(=O)N2CCOCC2)c1	-11%[10 µM]	5%	-12%	4%	-6%	-13%[46 µM]	?
c1ccc(-c2cn3c4c(sc3n2)CCCC4)cc1	-128%[inhibitor][10 µM]	22%	-3%	0%	-4%	-12%	1%
C#CCN1C(=O)C(O)(CC(=O)c2cccc(OC)c2)c2ccccc21 (stereo not drawn)	38%[10 µM]	0%	13%	-12%	3%	-7%	-4%
CCOC(=O)c1cc(NC(=O)c2cccs2)ccc1N1CCOCC1	11%[10 µM]	9%[9.22 µM]	13%	2%	-9%	9%[46 µM]	-2%
COc1ccc(S(=O)(=O)N2CCCN(S(=O)(=O)c3ccc(OC)cc3C)CC2)c(C)c1	10%[10 µM]	8%	7%	-8%	5%	5%	-6%
Fc1ccc(CN2CCN(c3ncccn3)CC2)cc1	9%[10 µM]	-1%	10%	-2%	-4%	6%	10%
O=C(C1CCCN(S(=O)(=O)c2ccccc2)C1)N1CCN(c2ncccn2)CC1 (stereo not drawn)	-11%[10 µM]	-6%	-8%	4%	-1%	?	-1%
COc1ccc(Nc2n[nH]c(C)c2[N+](=O)[O-])cc1	-27%[10 µM]	-11%[9.22 µM]	-12%	-1%	-2%	.	?
CC(=O)Nc1ccc(C(=O)n2cnc3cc(C)c(C)cc32)cc1	-2%[10 µM]	-5%	5%	-1%	-2%	-5%	-3%
Cc1cc(=O)[nH]c(N=N/C(=N/Nc2ccccc2C)c2ccccc2)n1	-48%[inhibitor]	?	-2%	-2%	-17%	-4%	-1%
CN1CCc2c(sc3c2c(=O)n(-c2ccccc2)c2nnc(SCc4ccccc4)n32)C1	-8%	-4%	1%	0%	-7%	15%	-15%
CCOC(=O)C1CCN(C(=O)Nc2cccc(Cl)c2)CC1	2%[1.9 µM]	-8%	0%	-5%	16%	-6%	-4%
O=C1C2N=NN(CC(=O)N3N=C(c4ccccc4)CC3c3ccc([N+](=O)[O-])cc3)C2C(=O)N1c1ccccc1 (stereo not drawn)	-38%	1%[9.22 µM]	24%	-16%	-11%	-6%[46 µM]	?
CCN(CC)CCOCCOC(=O)C(CC)(CC)c1ccccc1 (tested in a mixture with another compound)	-28%	9%	.	.	.	?	.
FC(F)(F)c1nnc(-c2ccccc2)nc1N1CCCC1	-34%	-8%[9.22 µM]	-17%	5%	1%	.	8%
CCn1c(=S)[nH]c2sc3c(c2c1=O)CCCCC3	-172%[inhibitor]	?	-18%	-20%	-5%	?	6%
CCCCCCC1CC(=O)NC(=O)N1 (stereo not drawn)	-10%[10 µM]	-6%[9.22 µM]	1%	-2%	5%	.	3%[15.4 µM]
Cn1c(NCc2ccco2)nc2c1c(=O)n(Cc1ccc(Br)cc1)c(=O)n2C	-14%[0.074 µM]	-20%	1%	-6%	0%	?	-7%
O=C(CCc1ccccc1)Nc1ccccc1[N+](=O)[O-]	-8%[10 µM]	21%	-6%	-1%	-24%	-7%	?
Cc1ccsc1/C=N/NC(=O)Cn1cnc2ccccc21	-5%[10 µM]	?	7%	-4%	4%	-20%	0%
S=c1[nH]nc(-c2ccc3ccccc3n2)n1-c1ccc(Cl)cc1	2%[10 µM]	-5%	10%	2%	-5%	-4%	2%
CCC(=O)N1CC2(C)CN(C(=O)CC)CC(C)(C1)C2	-4%	15%	1%	2%	-1%	8%	-2%[15.4 µM]
CCc1ccc(C(=O)NNc2ccc(F)cc2)cc1	0%[10 µM]	-8%[9.22 µM]	?	-1%	4%	?	2%
COc1ccc(C(=O)CSc2nncn2C)cc1	-1%	-7%	1%	-1%	9%	-4%	-4%
Cc1cc(C)n(S(=O)(=O)c2cccc(Cl)c2Cl)n1	9%	4%	-1%	-1%	0%	21%	1%
COC(=O)C(CC(C)C)NC(=O)c1ccc([N+](=O)[O-])c(C)c1 (stereo not drawn)	30%	-4%	9%	-16%	5%	-3%	-6%
CC1CCCN(c2ccc(C(=O)NCc3ccccc3)cn2)C1 (stereo not drawn)	-20%	-13%	0%	-14%	-5%	.	-8%
O=C(O)c1cc(Cl)ccc1-c1ccc(/C=C/c2cc(C(F)(F)F)[nH]c(=O)n2)o1	9%[10 µM]	15%[9.22 µM]	-8%	-1%	-6%	.	?
CC1=C(C(=O)Nc2ccccc2C)C(c2ccc(C)o2)C2=C(CCCC2=O)N1 (stereo not drawn)	4%[10 µM]	-15%	-8%	-9%	2%	2%	7%
COc1cc(CO)cc(Br)c1OCC(=O)O	1%	2%	-15%	3%	-1%	0%	-5%
CCN1CCN(C(=O)CCc2nc3ccccc3n2-c2ccccc2)CC1	.	19%	-3%	1%	-5%	2%	0%
CN(C)CCN(C(=O)c1ccc(Br)s1)c1nc2cc3c(cc2s1)OCCO3	-39%[inhibitor]	6%	-2%	-4%	-1%	1%[9.22 µM]	5%
CC(C)(CO)C(O)C(=O)NCCC#N (stereo not drawn)	15%	30%	-1%	-3%	-7%	12%[46 µM]	-7%
CCCCCc1cc(=O)oc2c(C(CCN(CC)CC)c3ccc(N(C)C)cc3)c(OC)cc(OC)c12 (stereo not drawn)	-8%[10 µM]	-9%[9.22 µM]	-5%	-4%	.	.	.
Cc1ccc(S(=O)(=O)Nc2nc3ccccc3nc2NCc2ccco2)cc1C	-28%	?	-9%	5%	14%	?	-2%
O=C1Nc2c(c(=O)[nH]c(=O)n2Cc2ccccc2)C1(NS(=O)(=O)c1ccccc1)C(F)(F)F (stereo not drawn)	-7%	21%	-1%	-2%	9%	.	2%
CC(=O)Nc1ccc(/C=N/NC(=O)c2cc3ccccc3nc2C)cc1	.	-2%	-2%	11%	8%	16%	4%
O=C(Nc1cccc(S(=O)(=O)Nc2ccc(Cl)cc2)c1)c1ccc[n+]([O-])c1	8%[10 µM]	7%[9.22 µM]	4%	2%	15%	.	.

# Given field by field: part of the list above
smiles: COc1cc(CO)cc(Br)c1OCC(=O)O
  HTT ATP protect: 1% | HTT aggregate: 2% | GAA glycogen: -15% | GAA spleen mod: 3% | CBFb-RUNX1 inh: -1% | LMNA splice mod: 0% | GAA inhib: -5%

smiles: CCN1CCN(C(=O)CCc2nc3ccccc3n2-c2ccccc2)CC1
  HTT ATP protect: . | HTT aggregate: 19% | GAA glycogen: -3% | GAA spleen mod: 1% | CBFb-RUNX1 inh: -5% | LMNA splice mod: 2% | GAA inhib: 0%

smiles: CN(C)CCN(C(=O)c1ccc(Br)s1)c1nc2cc3c(cc2s1)OCCO3
  HTT ATP protect: -39%[inhibitor] | HTT aggregate: 6% | GAA glycogen: -2% | GAA spleen mod: -4% | CBFb-RUNX1 inh: -1% | LMNA splice mod: 1%[9.22 µM] | GAA inhib: 5%

# No enrichment for hits (roughly 1.5% active in at least one column).
